Screens from PubChem.
DAX1 inh-1: inhibits human nuclear receptor DAX1; P51843; 340,000 tested, 0.99% active; HEK293 Gal4-DAX1 luciferase reporter, luminescence; inhibition, % at 6.75 µM; AID 504766;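 active = inhibition above the mean over all tested compounds plus 3 SD, cut at about 4.2% in these data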;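 note: 0% = DAX1-transfected cells with DMSO and 100% = empty-vector control cells with DMSO; inhibition shows as a rise in luminescence from relieved DAX1 repression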
ADAM17 inh: ADAM17 inhibition, QFRET primary screen. P78536. recombinant ADAM17, EDANS/DABCYL FRET peptide cleavage. inhibition, % at 6.95 µM. 370,000 tested, 0.83% active;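 active = inhibition above the mean of compounds lying between control limits plus 3 SD, set per campaign, cut at about 8.5% in these data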;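 note: 0% = DMSO-only wells as the low control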
hcDAF-12 act: activators of H. contortus DAF-12 nuclear receptor; HEK293 hcDAF-12 lit1-tk-luc reporter, luminescence; 0% DMSO, 100% Δ7-dafachronic acid; activation, % at 6.8 µM; 370,000 tested, 1.4% active; AID 652067;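 active = activation above the mean of all tested compounds plus 3 SD, cut at about 5.5% in these data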;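 note: 100% = response to 3 µM Δ7-dafachronic acid high control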
hgDAF12 agonist: hgDAF-12 agonism, primary luciferase screen; AID 687014; 370,000 tested, 1.8% active; HEK293 GAL4-hgDAF12 UAS-luciferase reporter, agonist luminescence; normalized to butyrate control; activation, % at 6.8 µM;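 active = activation above a cutoff set at the mean of all screened compounds plus 3 SD, cut at about 10% in these data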;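 note: 0% = DMSO wells and 100% = sodium butyrate wells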
NPR1 activator: GC-A (human) enzyme activation; HEK293 GC-A cells, cGMP TR-FRET, EC30 ANP; 0% at EC30 ANP, 100% saturating ANP; activation, % at 10 µM; 370,000 tested, 0.14% active; in the data active = activation above about 40%
Target sequence (P16066 whole entry, looked up): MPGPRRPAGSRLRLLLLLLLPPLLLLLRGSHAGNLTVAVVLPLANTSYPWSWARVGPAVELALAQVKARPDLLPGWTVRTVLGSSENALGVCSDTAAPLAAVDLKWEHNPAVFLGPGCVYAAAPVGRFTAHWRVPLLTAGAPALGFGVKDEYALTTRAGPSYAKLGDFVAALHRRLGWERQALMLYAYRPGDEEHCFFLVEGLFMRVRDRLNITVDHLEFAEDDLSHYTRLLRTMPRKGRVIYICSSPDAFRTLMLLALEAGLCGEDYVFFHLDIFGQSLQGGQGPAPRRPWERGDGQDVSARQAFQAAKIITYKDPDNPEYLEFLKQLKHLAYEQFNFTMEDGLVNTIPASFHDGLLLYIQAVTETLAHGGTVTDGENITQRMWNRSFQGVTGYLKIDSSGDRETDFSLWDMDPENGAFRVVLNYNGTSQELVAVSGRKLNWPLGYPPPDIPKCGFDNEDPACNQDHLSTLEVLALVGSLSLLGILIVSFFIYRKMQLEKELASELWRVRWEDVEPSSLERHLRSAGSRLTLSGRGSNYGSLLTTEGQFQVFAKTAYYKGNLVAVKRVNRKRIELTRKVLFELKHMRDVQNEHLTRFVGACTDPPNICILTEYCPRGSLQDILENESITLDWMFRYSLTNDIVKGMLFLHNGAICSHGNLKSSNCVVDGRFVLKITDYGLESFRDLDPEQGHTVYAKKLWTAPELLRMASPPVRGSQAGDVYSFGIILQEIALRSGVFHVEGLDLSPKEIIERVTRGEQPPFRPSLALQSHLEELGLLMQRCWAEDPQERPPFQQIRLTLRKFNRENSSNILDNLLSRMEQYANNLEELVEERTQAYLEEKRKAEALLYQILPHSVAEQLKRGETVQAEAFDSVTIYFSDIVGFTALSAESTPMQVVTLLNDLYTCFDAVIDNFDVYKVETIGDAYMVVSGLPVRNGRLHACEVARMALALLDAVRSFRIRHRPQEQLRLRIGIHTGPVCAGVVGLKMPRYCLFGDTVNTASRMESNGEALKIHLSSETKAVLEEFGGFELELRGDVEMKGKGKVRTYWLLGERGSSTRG
SMARCA2 act: increases SMARCA2 function in MMTV reporter cells. MG213 cells, MMTV-luciferase reporter, dexamethasone, overnight. activation, % at 9.1 µM. 370,000 tested, 1% active. AID 652017; in the data active = activation above about 7.8%;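 note: 0% = vehicle wells and 100% = reference activator wells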
PG9 binder: binds the HIV-1 gp120 antibody PG9; TR-FRET gp120-PG9 antibody binding; inhibition, % at 6.7 µM; 360,000 tested, 0.43% active; AID 624416; in the data active = inhibition above about 8.5%
ssDAF-12 act: activators of S. stercoralis DAF-12 nuclear receptor; HEK293 ssDAF-12/GRIP1 lit1-tk-luc reporter, luminescence; % of 3 µM dafachronic acid response; activation, % at 6.8 µM; 370,000 tested, 1% active;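 active = activation above the mean over all tested compounds plus 3 SD, cut at about 0.9% in these data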;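 note: 0% = DMSO-only wells and 100% = 3 µM delta7-dafachronic acid wells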
GAA850 FXN act: activators of GAA850 frataxin (FXN) promoter; HEK293 lucGAA850 FXN promoter luciferase reporter, 24 h; percent of 10 µM SAHA response; activation, % at 6 µM; 360,000 tested, 0.56% active; AID 540364;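 active = activation above the average of all compounds screened plus 3 SD, cutoff fixed separately per campaign, cut at about 7.5% in these data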;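 note: 0% = DMSO wells and 100% = 10 µM SAHA wells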
DAX1 inh-2: DAX1 (NR0B1) inhibition, primary screen; HEK293T StAR-luciferase reporter, SF-1/DAX-1 repression relief; inhibition, % at 6.8 µM; 370,000 tested, 1.1% active; AID 652010;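 active = inhibition above the mean over all tested compounds plus 3 SD, cut at about 3.6% in these data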;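 note: 0% = DAX-1 cells with DMSO and 100% = cells lacking DAX-1 with DMSO; higher inhibition means more luminescence from relief of DAX-1 repression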
ADAM10 inh: inhibits human ADAM10; 370,000 tested, 0.62% active; inhibition, % at 7 µM; recombinant ADAM10, EDANS/DABCYL FRET peptide cleavage, 3 h; O14672; AID 720582;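 active = inhibition above a per-campaign cutoff equal to the mean of compounds falling between control-based bounds plus 3 SD, cut at about 20% in these data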;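 note: 0% = DMSO wells while the 100% control is not disclosed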
* marks the source's active call; other numbers are inactive results; . = no result given.

1) Cc1cc(CSCc2ccc(Cl)cc2)no1
2) Cc1c(C(=O)NCC2COc3ccccc3O2)oc2ccc(S(=O)(=O)N(C)C3CCCCC3)cc12 (stereo not given)
3) CCN(CC(=O)Nc1ccccc1C(F)(F)F)C(=O)CCc1ccccc1
4) O=S(=O)(NC1CCCCCCC1)c1ccccc1F
5) CN1CCN(C(=O)C2=NOC3(C2)C(=O)Nc2ccccc23)CC1 (stereo not given)
6) O=C(CSc1cccc[n+]1[O-])Nc1cc(S(=O)(=O)N2CCOCC2)ccc1Cl
7) COCC1CCCC1OS(N)(=O)=O (stereo not given)
8) O=C(c1ccc2[nH]ccc2c1)N1CCCC(Nc2ccccc2)C1 (stereo not given)
9) O=C(NC1CCN(S(=O)(=O)c2ccccc2)CC1)c1cccc(F)c1
10) Cc1cs/c(=N\N=C\c2ccccc2)n1Cc1ccco1
Compound	1	2	3	4	5	6	7	8	9	10
DAX1 inh-1	-0.4	0.8	-0.1	-0.3	.	0.3	0.3	1.2	-0.7	0.6
ADAM17 inh	-0.5	-2.3	-1.8	-0.3	-1.2	-4.1	-1.9	-5.4	-0.5	3.3
hcDAF-12 act	-1.5	-1.6	-0.1	-1.6	1.9	0.7	-1.6	-0.1	-0.3	1.3
hgDAF12 agonist	1.8	-1.2	-2.3	-0.4	-1.8	2.2	-1.1	-4.4	-0.3	-0.5
NPR1 activator	2.0	-1.4	-3.3	0.7	-0.1	-4.6	-1.2	-4.1	-8.0	1.3
SMARCA2 act	3.5	1.2	-0.7	-2.4	2.0	-1.4	0.0	-0.6	-1.1	-1.6
PG9 binder	-1.2	0.0	-0.8	-1.4	0.4	0.2	0.6	-0.6	0.2	-2.5
ssDAF-12 act	-0.7	-1.8	-1.1	-1.1	-1.1	-1.4	-0.9	-1.7	-2.1	-1.5
GAA850 FXN act	1.6	-0.5	1.4	-1.1	.	-0.3	0.8	1.8	0.2	1.8
DAX1 inh-2	-0.7	0.0	-0.1	-0.3	1.3	0.0	-0.7	0.9	-0.5	0.1
ADAM10 inh	4.4	-4.0	-0.6	-0.4	-2.4	-1.0	2.4	-6.5	7.0	2.8

11) O=[N+]([O-])c1cc(-c2cnc3ccccc3n2)ccc1Oc1ccc(Br)cc1
12) CC(=O)Nc1ccc(S(=O)(=O)NC2CC3CCC2C3)cc1 (stereo not given)
13) CC1(C(=O)NS(=O)(=O)c2ccc(Cl)cc2)CCN1C(=O)Cc1ccccc1 (stereo not given)
14) COc1cc2c(cc1OC)CN(CC(=O)Nc1ccc(Cl)cc1Cl)CC2
15) Nc1cc(-c2ccccc2)nn1S(=O)(=O)c1ccc(Br)cc1
16) CC(CC(=O)NNC(=O)c1cccc(Cl)c1)c1ccccc1 (stereo not given)
17) COc1ccccc1NS(=O)(=O)c1cc(C(=O)NCCCN2CCCC2=O)ccc1C
18) Nc1ccccc1C(=O)NCc1ccc(Cl)cc1
19) Cc1ccccc1NC(=O)CC(O)(C(F)(F)F)C(F)(F)F
20) Cc1ccc(N=Cc2sccc2C)cc1C
Compound	11	12	13	14	15	16	17	18	19	20
DAX1 inh-1	-1.0	-1.8	.	-1.0	0.4	0.7	0.6	0.8	-0.5	1.1
ADAM17 inh	0.3	-1.2	2.1	-6.2	8.4	-3.9	0.2	-138.0	-5.9	0.5
hcDAF-12 act	4.7	0.7	-0.7	-0.9	-0.8	-0.2	0.3	-1.4	-1.4	0.2
hgDAF12 agonist	8.6	1.1	-0.1	-0.8	0.2	-2.3	2.0	3.6	-1.4	0.1
NPR1 activator	1.6	4.3	0.5	0.4	-14.6	0.8	-0.5	1.5	6.9	2.3
SMARCA2 act	3.3	0.8	3.3	-3.0	0.1	-2.5	-2.6	8.1*	4.3	3.1
PG9 binder	-0.2	0.7	-1.4	0.0	-1.2	1.4	-1.7	-1.8	2.6	-0.8
ssDAF-12 act	-0.3	-1.0	-0.2	-1.8	-1.9	-0.4	-0.3	-1.2	-0.6	-0.7
GAA850 FXN act	2.9	1.9	-1.0	1.1	-0.7	1.3	2.7	-1.6	-0.8	0.9
DAX1 inh-2	0.9	-0.8	-0.3	-0.4	-0.4	-0.1	-0.1	-0.2	-0.7	-0.5
ADAM10 inh	0.6	2.9	8.0	-10.7	3.4	-1.3	5.2	-438.5	-3.8	5.4

21) CC1CC=C(c2ccccc2)C(=S)N1 (stereo not given)
22) CC1(C(=O)NCc2cccc(C(F)(F)F)c2)CCN1Cc1ccc2ccccc2c1 (stereo not given)
23) CC(=O)N1CCN(c2ccc(N3CCN(Cc4ccccc4)[C@H](C)C3)c(C)c2)[C@@H](C)C1
24) Cc1nnc(NC(=O)C(C)Sc2nncn2C)s1 (stereo not given)
25) CCN(CC)CCOC(=O)C1(c2ccccc2)CCOCC1
26) CCCN(CCO)Cc1cccc(Br)c1
27) Cn1c(SCc2nc(-c3ccc(Cl)cc3)no2)nnc1-c1ccco1
28) CCC(c1nnc(SCC(=O)Nc2ccc(S(N)(=O)=O)cc2)n1Cc1ccccc1)N(C)C (stereo not given)
29) S=c1[nH]nc(-c2cc(-c3ccccc3)n[nH]2)n1/N=C/c1ccc(Cl)c(Cl)c1
30) Cc1ccccc1-n1nc2c(c1NC(=O)C(C)(C)C)CS(=O)(=O)C2
Compound	21	22	23	24	25	26	27	28	29	30
DAX1 inh-1	-0.1	.	.	0.0	-0.3	0.2	-0.1	-0.6	1.0	0.6
ADAM17 inh	-1.1	4.1	1.8	0.7	-2.6	-2.6	-2.1	3.6	-1.2	-5.1
hcDAF-12 act	1.7	-1.6	0.6	4.0	-1.1	-1.3	-1.3	-0.3	-0.2	-1.1
hgDAF12 agonist	1.2	-3.9	-1.1	-2.7	-0.8	-1.6	0.9	-1.7	0.5	-1.3
NPR1 activator	2.7	-5.6	2.8	1.8	2.7	2.5	6.7	-0.4	4.2	2.0
SMARCA2 act	0.1	-1.9	5.8	2.3	0.4	0.5	-1.4	2.1	-3.0	-1.5
PG9 binder	-3.0	-2.8	-2.1	1.2	-2.2	-0.5	0.2	0.3	0.3	-2.2
ssDAF-12 act	-1.0	-1.2	-1.1	-0.1	-1.0	-0.9	-0.1	-1.1	-1.6	-1.2
GAA850 FXN act	0.1	1.3	.	-1.0	2.3	-0.8	1.5	-0.5	1.4	2.2
DAX1 inh-2	0.2	-0.8	1.5	-0.3	0.3	-0.6	-1.3	0.7	-0.4	-0.5
ADAM10 inh	4.0	12.3	-5.8	0.0	6.2	7.2	-11.1	2.5	3.2	12.1

Three compounds from above, sorted by the value under DAX1 inh-2, descending.
| # | canonical_smiles | DAX1 inh-1 | ADAM17 inh | hcDAF-12 act | NPR1 activator | SMARCA2 act | PG9 binder | ssDAF-12 act | DAX1 inh-2 | ADAM10 inh |
| --- | --- | --- | --- | --- | --- | --- | --- | --- | --- | --- |
| 6 | O=C(CSc1cccc[n+]1[O-])Nc1cc(S(=O)(=O)N2CCOCC2)ccc1Cl | 0.3 | -4.1 | 0.7 | -4.6 | -1.4 | 0.2 | -1.4 | 0.0 | -1.0 |
| 18 | Nc1ccccc1C(=O)NCc1ccc(Cl)cc1 | 0.8 | -138.0 | -1.4 | 1.5 | 8.1* | -1.8 | -1.2 | -0.2 | -438.5 |
| 22 | CC1(C(=O)NCc2cccc(C(F)(F)F)c2)CCN1Cc1ccc2ccccc2c1 (stereo not given) | . | 4.1 | -1.6 | -5.6 | -1.9 | -2.8 | -1.2 | -0.8 | 12.3 |

(cont.)
31) Cn1c(-c2ccc(F)cc2)cnc1SCC(=O)N1CCCc2ccccc21
32) CCNc1nc(NCC)nc(N(C)N)n1
33) COc1ccc(SCCCn2c(=O)c3c(ncn3C)n(C)c2=O)cc1
34) Cc1ccc(C(=O)Nc2ccc(C(F)(F)F)n(C)c2=O)cc1
35) Cc1ccc(-n2ncc(-c3n[nH]c(=S)o3)c2N)cc1C
36) CC(NC(=O)C(c1ccccc1)c1ccccc1)c1ccccc1 (stereo not given)
37) O=c1ccc2cc(S(=O)(=O)N3CCN(c4cc(Cl)ccc4Cl)CC3)ccc2o1
38) CN(CC(=O)Nc1ccccc1Cl)C(=O)COC(=O)Cc1ccc(F)cc1
39) Cc1cccc(C)c1OCC(=O)N/N=C/c1ccncc1
40) CCCC/C=C1/[C@H](CC)N(C)C2=N[C@@H](c3ccccc3)CC(=O)N21
Compound	31	32	33	34	35	36	37	38	39	40
DAX1 inh-1	1.2	-1.1	-0.6	1.9	0.8	-0.6	-0.2	0.4	0.6	.
ADAM17 inh	-2.2	-0.9	-1.8	0.2	-4.2	-2.4	0.8	-3.0	-20.4	-5.6
hcDAF-12 act	-2.0	-0.7	-1.4	4.0	-0.4	-0.9	-0.8	0.3	-1.5	0.2
hgDAF12 agonist	0.2	-0.7	-0.4	9.9	7.7	-0.1	0.8	0.5	-0.3	0.8
NPR1 activator	-5.1	3.1	-1.9	3.3	-0.4	-12.9	-1.7	0.8	-0.1	-5.2
SMARCA2 act	-0.8	-3.0	-2.2	4.6	-0.9	-4.9	5.5	3.6	-0.9	.
PG9 binder	-1.0	0.8	-0.4	3.2	-0.4	-0.7	-1.7	-1.3	-2.4	.
ssDAF-12 act	-0.9	-1.4	-1.4	0.2	-0.1	-1.9	-0.7	-0.7	-1.5	-2.1
GAA850 FXN act	-1.7	-2.0	-0.4	2.5	0.8	-0.1	1.2	-0.3	1.2	.
DAX1 inh-2	0.1	-0.2	0.0	2.5	1.5	0.1	-0.2	-0.9	-0.6	.
ADAM10 inh	-6.7	-4.3	8.6	-6.9	-9.7	2.1	8.3	-17.5	-51.6	-2.7

41) CCC(C)(C)NC(=O)CN(Cc1ccc(OC)cc1)C(=O)CCC(=O)Nc1nccs1
42) O=C(CSCc1ccc(Cl)cc1)Nc1ccc2c(c1)OCO2
43) CN(C)N1C(N)=C(C#N)C(c2cccc([N+](=O)[O-])c2)C2=C1CC(C)(C)CC2=O (stereo not given)
44) Cc1cc2[nH]c(=O)c3ccccc3n2n1
45) COc1ccc2c(c1)[nH]c1c(=O)n(Cc3ccco3)cnc12
46) Cc1n[nH]c(C)c1S(=O)(=O)N1CCN(S(=O)(=O)c2cccc(F)c2)CC1
47) Cc1c(C2N3CC4(C)CN2CC(C)(C3)C4=O)c2ccccc2n1C (stereo not given)
48) COc1ccccc1CNC(=O)c1ccccc1SCC(=O)NCc1ccco1
Compound	41	42	43	44	45	46	47	48
DAX1 inh-1	4.0	-1.7	4.0	-0.1	2.9	-0.4	0.5	-0.3
ADAM17 inh	1.0	-0.5	-4.6	-4.4	-5.1	-0.6	-4.7	0.1
hcDAF-12 act	-1.1	-1.1	-2.6	-0.5	-0.2	-0.8	-0.8	-0.7
hgDAF12 agonist	-2.2	0.6	-2.6	0.2	3.8	3.8	1.4	-0.4
NPR1 activator	-4.2	-0.1	-5.3	2.8	2.9	-0.7	-8.2	0.4
SMARCA2 act	-1.3	0.5	-2.3	0.4	3.9	-2.5	-1.7	0.5
PG9 binder	0.4	0.9	0.1	-1.9	-1.1	0.3	-0.3	-1.0
ssDAF-12 act	-1.1	-0.9	-1.5	-0.9	-0.8	-1.0	-1.3	-0.1
GAA850 FXN act	-1.3	-0.3	1.1	4.5	1.1	1.5	1.8	0.2
DAX1 inh-2	0.1	0.0	-0.2	1.2	0.5	-0.9	0.3	1.3
ADAM10 inh	9.9	7.5	-14.4	-19.9	-3.8	-0.8	-10.1	-6.3
